Pyk2 oligo antag: antagonists of human Pyk2 oligomerization. Q293 cells, Pyk2 FERM NanoBiT luminescence; hits give low values. hit rate 0.83% among 99,000. z-score (the deposit names both 25 µM and 10 µM). Q14289;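 active = Z-score of -3 or lower, scaled per plate to the spread of control and sample wells; inactive = z-score above -3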;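 also: negative z-score means lost luminescence so less FERM oligomerization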
Target sequence (Q14289 whole entry, looked up): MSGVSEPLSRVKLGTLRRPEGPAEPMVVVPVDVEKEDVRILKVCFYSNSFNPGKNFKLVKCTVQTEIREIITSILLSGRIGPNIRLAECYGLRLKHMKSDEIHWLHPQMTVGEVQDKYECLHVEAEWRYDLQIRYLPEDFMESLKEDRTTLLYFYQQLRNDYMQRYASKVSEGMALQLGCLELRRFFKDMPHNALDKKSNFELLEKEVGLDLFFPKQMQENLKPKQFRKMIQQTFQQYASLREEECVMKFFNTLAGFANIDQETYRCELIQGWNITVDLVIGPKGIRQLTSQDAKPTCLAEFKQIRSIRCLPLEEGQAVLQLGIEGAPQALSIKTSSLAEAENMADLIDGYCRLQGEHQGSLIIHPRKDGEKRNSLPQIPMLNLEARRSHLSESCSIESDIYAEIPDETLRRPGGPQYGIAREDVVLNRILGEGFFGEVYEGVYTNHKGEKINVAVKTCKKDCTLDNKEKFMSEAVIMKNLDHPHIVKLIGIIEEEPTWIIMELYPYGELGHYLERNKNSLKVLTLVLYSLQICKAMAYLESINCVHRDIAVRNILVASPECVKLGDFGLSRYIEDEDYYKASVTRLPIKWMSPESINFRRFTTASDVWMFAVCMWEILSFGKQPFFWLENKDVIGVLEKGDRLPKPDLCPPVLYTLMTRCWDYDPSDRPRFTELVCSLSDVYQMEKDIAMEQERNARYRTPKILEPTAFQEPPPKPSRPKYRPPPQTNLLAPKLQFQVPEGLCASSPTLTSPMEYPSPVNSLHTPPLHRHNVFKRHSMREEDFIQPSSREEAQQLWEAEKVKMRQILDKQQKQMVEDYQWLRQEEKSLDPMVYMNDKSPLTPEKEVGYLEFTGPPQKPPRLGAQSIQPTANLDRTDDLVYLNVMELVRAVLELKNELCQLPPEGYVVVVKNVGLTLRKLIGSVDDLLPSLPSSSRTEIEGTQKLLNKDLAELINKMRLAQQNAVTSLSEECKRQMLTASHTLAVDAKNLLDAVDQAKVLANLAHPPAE
MT1-MMP txn act: MT1-MMP promoter transcription activation; activation factor at 10 µM; HT1080 MT1-MMP promoter luciferase reporter, luminescence, overnight; hits give high values; AID 750; hit rate 0.16% among 86,000;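 active = activation factor of at least 2 for MT1-MMP transcription at 10 µM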
The depositor's hits bear a star. These rows are one share of the data, so the mix of outcomes need not match the whole.

SMILES	Pyk2 oligo antag	MT1-MMP txn act
O=C1C2C3C=CC(C3)C2C(=O)N1CCC(=O)N1CCc2ccccc21 (centres undefined)	0.05	1.2
CCN(CC)C(=O)c1sc(N)c(C(=O)OC(C)C)c1C	-0.79	1.2
Cc1cc(-c2[nH]nc3c2C(c2ccc(Cl)cc2)C(C#N)=C(N)O3)c(C)s1 (centres undefined)	-0.02	1.1
Cc1ccc2oc(-c3cccc(NC(=O)c4cc(-n5cnnc5)ccc4Cl)c3)nc2c1	0.15	1.2
CC1CC1C(=O)NCCc1ccc(Cl)cc1 (centres undefined)	0.47	1.1
Cc1csc2nc(CNS(=O)(=O)c3cccnc3)cn12	-0.48	1.1
Cc1cc(C)c2c3c(cn2n1)c(=O)n(C)c(=O)n3C	0.92	1
CCn1cnc2cc(NC(=O)c3ccco3)ccc21	1	1.3
O=C(O)CCCN=C1NC2(CCCC2)Cc2ccccc21	0.47	1.2
CCC(C)(C)n1nnnc1C(c1ccc(OC)c(OC)c1)N1CCN(c2ccc(F)cc2)CC1 (centres undefined)	-1.3	1
COc1cc(OC)cc(-c2ncc3ccccn23)c1	-0.46	1.2
COC(=O)C1=C(C(=O)OC)C2(OC1c1ccccc1C)C(=O)c1ccccc1C2=O (centres undefined)	1.2	1.1
CCN1N=C(c2cc(Cl)sc2Cl)CSC1=O	-0.31	1.1
COc1nc(-c2ccccc2)ccc1-c1noc(-c2cccs2)n1	-0.75	1.5
Cc1ccccc1/C=C1\CCCc2ccccc2C1=O	-0.77	1.7
Cn1c(SCC(=O)c2ccccc2)nnc1-c1ccco1	0.6	1.9
C=CCn1c(=O)c2ccccc2n2c(SC(C)C(=O)Nc3nc(-c4ccccc4)cs3)nnc12 (centres undefined)	-2	1.1
O=C(CN(Cc1cccs1)C(=O)c1csnn1)NC1CCCC1	0.67	1.4
COc1cc(O)c(C(C)=O)cc1OC	0.03	1
CCOc1ccc(NC(=O)CSc2nnc(C(C)C)n2CC)cc1	-0.22	1.3
CN(Cc1ccccc1)C(=O)CSc1nc2c(c(C(F)(F)F)n1)CCc1ccccc1-2	-0.98	1.2
Clc1ccc(C2CC(c3ccco3)n3ncnc3N2)cc1Cl (centres undefined)	-0.33	1.1
CCc1nnc(NC(=O)CSc2nc3ccccc3c(=O)n2CCCOC)s1	-1.2	1.2
CCOCCCNC(=O)C1CCN(S(=O)(=O)c2ccc(C)cc2)CC1	1.3	1.4
CC(C)C(=O)Nc1cccc(C(=O)NCc2ccc3c(c2)OCO3)c1	1.3	1.3
Cc1nc2ccccn2c1C(=O)N/N=C/c1cc(C)n(-c2ccc(Br)cc2)c1C	0	1.1
COC(C(=O)Nc1ccc(F)cc1)c1ccccc1 (centres undefined)	-0.89	1
CCCCn1cnc2c1c(=O)n(C)c(=O)n2C	1.8	1.1
CC(C)c1ccc(S(=O)(=O)c2n[nH]n3c2nc(=O)c2ccccc23)cc1	-0.75	1.2
COc1ccc(OC)c2[nH]c(C(=O)O)cc12	0.79	1.2
Cc1ccc(N=C2C(=S)N(c3ccc(C)cc3)C(=N)N2/N=C/c2ccc(Cl)cc2)cc1	0.17	1.4
Nc1nnc(SCC(=O)N2CCN(c3cccc(Cl)c3)CC2)n1-c1ccccc1	0.33	1.1
CCCCNCc1cc(OC)c(OCC(N)=O)cc1Br	0.07	1.2
CS(=O)(=O)N(CC(N)=O)c1cccc(Br)c1	1	1.3
C/C(Cn1cnc([N+](=O)[O-])n1)=N\NC(=O)c1ccccc1	-0.77	1.2
COc1ccc(-c2c(C#N)c(N)nc3c2c(=O)n(C)c(=O)n3C)cc1	-0.6	1.2
CC(C)NC(=O)C(Cc1ccccc1)N1C(=O)c2ccccc2C1=O (centres undefined)	0.06	1.3
COc1cc(C2c3c(oc4c(C)cc(C)cc4c3=O)C(=O)N2Cc2cccnc2)ccc1O (centres undefined)	-0.65	1
COc1ccccc1Oc1ccc2c(c1)C(=O)N(c1ccccc1)C2=O	-0.6	1.2
O=C(NCCC1=CCCCC1)C1CCN(S(=O)(=O)c2cccc3nsnc23)CC1	0.32	1.1
CCCCCC(=O)NC(NC(=S)N1CCOCC1)C(Cl)(Cl)Cl (centres undefined)	-1	1.1
CCC(C)(C)NC(=O)C(c1ccc(OC)cc1)N(Cc1ccco1)C(=O)CCC(=O)Nc1cc(C)on1 (centres undefined)	0.05	1.1
CC(C)CCNC(=O)c1ccc(C2SCC(=O)N2Cc2ccco2)cc1 (centres undefined)	0.71	1.1
N#CC1=C(N)N(c2ccccc2)C2=C(C(=O)CCC2)C1c1ccccc1 (centres undefined)	-0.02	1.2
CCOC(=O)Nc1nnc(-c2ccccc2OC)s1	0.4	1.2
COc1ccc(/C(O)=C2/C(=O)C(=O)N(Cc3cccnc3)C2c2ccccn2)cc1 (centres undefined)	0.13	1.1
c1ccc(CN2CCN(c3nc(N4CCOCC4)c4ccccc4n3)CC2)cc1	-0.46	1.2
Cc1ccccc1C(=O)NC1CCN(C(=O)N2CCOCC2)CC1	0.04	1
COc1cccc(NC(=O)N2CCCC(C(=O)NCc3ccc(F)cc3)C2)c1 (centres undefined)	1.7	1.2
CCCc1nnc(SCC(=O)N2CCOCC2)n1C	0.49	1.2
O=C(CC(c1ccccc1)c1ccccc1)NCc1cccnc1	-0.25	1
CCCCC(c1nnnn1CC1CCCO1)N1CCN(Cc2ccccc2)CC1 (centres undefined)	0.95	1.1
CC(C)(C)c1ccc(C(=O)Nc2ccccc2NC(=O)c2ccco2)cc1	-1	1.1
C=CCNC(=O)c1ccccc1NC(=O)c1ccccc1C	0.67	1.2
COc1ccc(-c2nnc(N(C)C(=O)C3CCCO3)s2)cc1 (centres undefined)	0.05	1.6
CCCc1cc(=O)n2[nH]c(-c3ccc(Br)cc3)cc2n1	-0.7	1.6
CCCCc1nc(NCC2CCCO2)c(C#N)c2c1COC(C)(C)C2 (centres undefined)	-1.9	1.1
O=C1CN=C(Nc2ccccc2Cl)N1Cc1ccc2c(c1)OCO2	-1.3	1.3
O=c1[nH]c2ccc(S(=O)(=O)N3CCCCC3)cc2o1	0.53	1.2
O=C(CSc1nc2c(cnn2-c2ccccc2)c(=O)[nH]1)c1ccc(Cl)cc1	-1.3	1

Record cards, as listed above. Order of screens: Pyk2 oligo antag	MT1-MMP txn act
CCCCCC(=O)NC(NC(=S)N1CCOCC1)C(Cl)(Cl)Cl (centres undefined) is listed as -1	1.1
CCOCCCNC(=O)C1CCN(S(=O)(=O)c2ccc(C)cc2)CC1 is listed as 1.3	1.4
C/C(Cn1cnc([N+](=O)[O-])n1)=N\NC(=O)c1ccccc1 is listed as -0.77	1.2
COC(C(=O)Nc1ccc(F)cc1)c1ccccc1 (centres undefined) is listed as -0.89	1

Next part:
SMILES	Pyk2 oligo antag	MT1-MMP txn act
CCOC(=O)c1cnn(-c2sc(C(=O)OCC)c(C)c2C(=O)OCC)c1N	-0.28	1.5
Cc1ccc(/C(N)=N/OC(=O)c2ccco2)cc1	1.1	1.4
COc1cc(C2Nc3cccc4cccc(c34)N2)cc(OC)c1O	-1.3	1
Nc1nnc(N2CCCCC2)s1	0.89	1.2
CCC(C)(C)n1nnnc1C(c1cc2cc(C)cc(C)c2[nH]c1=O)N1CCCC1 (centres undefined)	0.01	1.1
O=c1c2cnn(-c3ccc(F)cc3)c2ncn1Cc1ccccc1	0.88	1.2
COc1cc(Br)cc2cc(C(=O)OC3CCN(C)CC3)c(=O)oc12	-0.04	1.3
Cn1nc(CC(=O)NC2CCCCC2)c2ccccc2c1=O	0.55	1.1
Cc1sc2ncnc(OCC(=O)N3CCN(S(=O)(=O)c4ccccc4)CC3)c2c1C	1.6	1.1
Cc1ccc(NS(=O)(=O)c2cn(C)cn2)cc1	0.11	1.1
CCOC(=O)c1c(NC(=O)CSc2nnc(CNc3ccc(C)cc3C)o2)sc(C)c1C	-0.16	1
CC(=O)CCn1c(=O)n(CCC(C)=O)c(=O)n(CCC(C)=O)c1=O	-0.75	1.1
Cc1nc(NC(=O)c2oc3ccccc3c2C)sc1C(=O)N(C)C	-0.63	1.6
CC1(C)Cc2noc(N)c2C(C)(C)N1OC(=O)c1ccco1	-0.14	1.8
Cc1c(C(=O)c2ccc(Cl)cc2Cl)cnc2cc3c(cc12)OCO3	1.1	1
COc1ccc(N2CCN(C(=O)CCc3ccc(S(=O)(=O)NCC(C)C)cc3)CC2)cc1	0.15	1.1
CC(C)(C)SCCNC(=O)c1ccc(Cl)c(S(=O)(=O)N2CCOCC2)c1	0.22	1.1
COc1ccc(OC)c(NC(=O)Cc2nn(C)c(=O)c3ccccc23)c1	-0.46	1
Cc1sc2nc(C3CC3)nc(NCCNS(=O)(=O)c3ccccc3)c2c1C	-0.74	1.3
CC(NC(=O)Nc1ccccn1)N1C(=O)C2C3C=CC(C3)C2C1=O (centres undefined)	-0.21	1.1

Gathered by group: the entries above containing two or more sulfur atoms (10)
SMILES	Pyk2 oligo antag	MT1-MMP txn act
Cc1csc2nc(CNS(=O)(=O)c3cccnc3)cn12	-0.48	1.1
CCN1N=C(c2cc(Cl)sc2Cl)CSC1=O	-0.31	1.1
C=CCn1c(=O)c2ccccc2n2c(SC(C)C(=O)Nc3nc(-c4ccccc4)cs3)nnc12 (centres undefined)	-2	1.1
O=C(CN(Cc1cccs1)C(=O)c1csnn1)NC1CCCC1	0.67	1.4
CCc1nnc(NC(=O)CSc2nc3ccccc3c(=O)n2CCCOC)s1	-1.2	1.2
O=C(NCCC1=CCCCC1)C1CCN(S(=O)(=O)c2cccc3nsnc23)CC1	0.32	1.1
Cc1sc2ncnc(OCC(=O)N3CCN(S(=O)(=O)c4ccccc4)CC3)c2c1C	1.6	1.1
CCOC(=O)c1c(NC(=O)CSc2nnc(CNc3ccc(C)cc3C)o2)sc(C)c1C	-0.16	1
CC(C)(C)SCCNC(=O)c1ccc(Cl)c(S(=O)(=O)N2CCOCC2)c1	0.22	1.1
Cc1sc2nc(C3CC3)nc(NCCNS(=O)(=O)c3ccccc3)c2c1C	-0.74	1.3

(further entries)
SMILES	Pyk2 oligo antag	MT1-MMP txn act
Cc1ccc(SCc2cc(=O)n3[nH]cnc3n2)cc1	2.2	1.1
CN(C)Cc1cn(CCC(=O)O)c2ccccc12	0.62	1
C=CCOc1c(CNn2nnnc2N)cccc1OC	0.84	1.1
COc1ccccc1C1NC(=O)NC(C)=C1C(C)=O (centres undefined)	0.28	1
O=C(c1ccc(COc2c(F)c(F)cc(F)c2F)o1)N1CCN(c2ccccc2)CC1	0.56	1.1
Cc1ccc2nc3n(c(=O)c2c1)CCCCC3	-0.78	1.5
CCN(CC)C(=O)CSc1nc2ccccc2o1	0.53	1.4
Oc1ccc(-c2nc(=S)[nH][nH]2)cc1	-0.19	1.2
CCOC(=O)c1c(NC(=O)CN2CCN(C(=O)c3ccco3)CC2)sc2c1CCCC2	-0.24	0.9
O=C(CSc1nnnn1-c1cccc(F)c1)Nc1nc2ccccc2s1	1	1.2
CCCCn1c(C(C)NC(=O)COC)nc2ccccc21 (centres undefined)	1.1	1
CCn1c(N)c(C(=O)NC2CCCCC2)sc1=S	-0.01	1
CC(C)(C)NC(=O)C(c1ccco1)N(C(=O)Cn1nnc(-c2ccc(F)cc2)n1)c1cccc(F)c1 (centres undefined)	-0.62	1.2
Cc1ccccc1NC(=O)NC1(C(=O)NCCCN2CCOCC2)CCCCC1	0.11	1.4
COCc1c(C(=O)OC)nnn1-c1ccccc1	0.54	1
CCOC(=O)c1c(C)oc2cc(Br)c(OCC(N)=O)cc12	-0.56	1
COc1ccc(C2CC(C(F)(F)F)n3ncc(C(=O)Nc4c(C)n(C)n(-c5ccccc5)c4=O)c3N2)cc1 (centres undefined)	-0.14	1.3
CC(C)CC(=O)Nc1cccc2c1C(=O)N(c1ccccc1)C2=O	-1.1	1.3
CS(=O)(=O)N1CCN(c2ccccc2NC(=O)c2cccc3ccccc23)CC1	-0.38	1
CCN(C(=O)c1cc2cccc(OC)c2oc1=O)C1CCCCC1	1.5	1.5

A run of entries from further up, for reference:
SMILES	Pyk2 oligo antag	MT1-MMP txn act
O=C(c1ccc(COc2c(F)c(F)cc(F)c2F)o1)N1CCN(c2ccccc2)CC1	0.56	1.1
Cc1ccc2nc3n(c(=O)c2c1)CCCCC3	-0.78	1.5
CCN(CC)C(=O)CSc1nc2ccccc2o1	0.53	1.4

Following part.
SMILES	Pyk2 oligo antag	MT1-MMP txn act
CCn1ncc(CNC(=O)CCCSc2nc(-c3ccco3)cc(C(F)(F)F)n2)c1C	1.2	1.3
Cn1nnnc1SCC(=O)Nc1ccccc1N1CCCCC1	0.59	1
CCOC(=O)Nc1cccc(OCC(=O)Nc2ccccc2OC)c1	-1	1.2
O=C(N1CCOCC1)n1cnc2ccccc21	-0.36	1.4
COc1ccc(CN(CC2CCCO2)C(=O)CN2C(=O)C(C)Oc3ccc(C)cc32)cc1OC (centres undefined)	1	1.4
N/C(=N\OC(=O)c1ccco1)c1ccccc1	-0.13	2*
CC1Cc2ccccc2N1C(=O)c1cc2sccc2n1Cc1ccc(F)cc1 (centres undefined)	-1.5	1
CC(C)c1cc(NCCCN2CCOCC2)n2c(nc3ccccc32)c1C#N	-0.55	1.1
CCN(CC)S(=O)(=O)c1cccc(-c2nnc(SCC(N)=O)n2CCc2ccccc2)c1	-0.16	1.1
O=C(O)C1C2C=CC(C2)C1C(=O)NCCc1cccc(Cl)c1 (centres undefined)	-1	1.2
Cc1ccc(C2c3sc(=O)[nH]c3SC3C(=O)NC(=O)C32)cc1 (centres undefined)	0.54	1.1
COc1cccc(NC(=O)C2C3C=CC4(O3)C2C(=O)N(C(C)C)C4C(=O)NC2CCCCC2C)c1 (centres undefined)	-0.62	1.1
CC1SC(c2ccc(Cl)cc2)NC1=O (centres undefined)	-0.98	1.1
Cc1nc(SCC(=O)Nc2c(C)n(C)n(-c3ccccc3)c2=O)[nH]c(=O)c1C	1.6	1.2
O=c1c2ccccc2sn1-c1ccc(S(=O)(=O)N2CCCCC2)cc1	0.98	1.2
COC(=O)C(C)Sc1nc2c(c(=O)[nH]c(=O)n2C)n1CCC(C)C (centres undefined)	0.7	1.1
CCn1cc(C(=O)N2CC=C(c3ccccc3)CC2)c(=O)c2ccc(C)nc21	0.99	1
CCNC(=S)NNC(=O)c1cccnc1	-0.24	1.2
CN1CCc2nc(SCC(=O)Nc3ccc(Cl)cc3)c(C#N)cc2C1	0.69	1.5

Screens as filed in PubChem BioAssay.
